Bioassay records from PubChem.
VEEV TC-83 Vero = inhibitors of VEEV TC-83 cytopathic effect, confirmation, Vero cells (AID 588727) | Vero cells, VEEV TC-83 cytopathic effect inhibition; higher % means a stronger effect | inhibition, % at 20 µM, or IC50 in µM where a hit was titrated | hit rate 0.13% among 350,000; in the data active = a potency from the dose series; inconclusive = inhibition mostly from about 14% at the one dose, without a potency; inactive = the rest, 99 in 100 with inhibition below about 12%; also: strong numbers were not always called active
M. tuberculosis HTS = M. tuberculosis growth inhibition, HTS (AID 449762). M. tuberculosis H37Rv growth inhibition, 7H9 media; higher % means a stronger effect. one-dose inhibition, % at 25 µM; IC50 in µM for titrated hits. hit rate 0.59% among 330,000; in the data active = a potency from the dose series; inconclusive = inhibition above about 70% without an active follow-up result;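 also: bacterial growth assessed after seven days of incubation; strong numbers were not always called active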
tuberculosis growth = growth inhibition of non-replicating M. tuberculosis (AID 488890). hit rate 0.39% among 320,000. one-dose inhibition, % at 25 µM; IC50 in µM for titrated hits. Mycobacterium tuberculosis non-replicating, growth inhibition; higher % means a stronger effect; in the data active = a potency from the dose series; inconclusive = inhibition mostly from about 82% at the one dose, without a potency; inactive = the rest, 99 in 100 with inhibition below about 76%;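 also: plate controls were DMSO cells for no effect and high antibiotic wells for full effect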
PhoP GFP inhibition = Inhibition of PhoP regulon, Salmonella typhi GFP reporter cells, confirmation, 4 h (AID 1850); Salmonella Typhi PhoP-promoter GFP reporter, fluorescence, 4 h; higher % means a stronger effect; hit rate 0.33% among 310,000; inhibition, % at 50 µM, or IC50 in µM where a hit was titrated; in the data active = a potency from the dose series; inconclusive = inhibition mostly from about 25% at the one dose, without a potency; inactive = the rest, 99 in 100 with inhibition below about 19%;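 also: 0% = induced wells with vehicle and 100% = uninduced wells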
influenza NS1A = NS1A inhibition, H1N1 influenza, cell based functional assay (AID 504329). inhibition, % at 12.5 µM; hits with a dose series show IC50 in µM. hit rate 0.3% among 340,000. NS1A functional cell-based assay, percent inhibition; higher % means a stronger effect; in the data active = a potency from the dose series; inconclusive = inhibition above about 27% without an active follow-up result; also: strong numbers were not always called active
VEEV TC-83 Vero 10K pilot screen = recorded beside VEEV TC-83 Vero, whose call it bears; inhibition, %; measured here: 10K pilot screen inhibition
* marks the source's active call; other numbers are inactive results; i = inactive; ? = inconclusive; . = not tested or not shown.

SMILES	VEEV TC-83 Vero	M. tuberculosis HTS	tuberculosis growth	PhoP GFP inhibition	influenza NS1A	others
C/C(Cn1nc([N+](=O)[O-])cc1C)=N\NC(=O)c1cccc(Br)c1	5.2%	-2.3%	-0.6%	6.9%	-17.2%
Cn1cccc1Cc1nnc(SCC(=O)Nc2ccc(F)cc2F)n1-c1ccc(F)cc1	i	-0.5%	8.6%	-15.2%	-0.7%
CCc1ccc(NC(=O)c2cnc3n(c2=O)CCS3)cc1	1.5%	-6.2%	.	-2.5%	2.0%
CCn1c2ccccc2c2cc(CC(N)=O)ccc21	0.2%	5.5%	-3.2%	-6.8%	1.8%
CCOC(=O)C(C)Oc1cccc2c(=O)n(CC(=O)Nc3cccc(OC)c3)ccc12 (configuration not stated)	1.6%	-0.5%	4.9%	0.6%	-11.5%
COc1ccccc1/C=C/C(=O)NCCC1=CCCCC1	0.3%	4.3%	4.1%	-4.8%	1.6%
CCC(C(=O)NCCCN1CC(C)CC(C)C1)n1ncn2c(cc3occc32)c1=O (configuration not stated)	0.6%	-5.0%	-25.3%	-15.2%	4.1%
Cc1ccc2c(c1)sc1nc(=O)n(-c3ccc(Cl)cc3)c(=O)n12	4.8%	-6.6%	-23.4%	-8.9%	-1.9%
O=C(Cc1ccccc1F)Nc1ccc(SC(F)F)cc1	6.9%	2.8%	65.3%	-9.7%	0.8%
O=C(CCn1cnc2ccccc2c1=O)Nc1cccc(Cl)c1	1.6%	0.2%	-8.8%	-3.2%	6.4%
COc1ccc(C(C)=O)cc1CSc1nc2ccccc2c(=O)n1-c1ccccc1C	6.4%	11.1%	44.9%	-7.8%	-3.5%
Cc1cc(Nc2ccc(Cl)cc2)nc(N)n1	4.0%	-1.4%	23.3%	16.1%	-1.3%	VEEV TC-83 Vero 10K pilot screen=0.6
CCOC(=O)N1CCC(n2c(SCC(=O)Nc3nccs3)nc3ccsc3c2=O)CC1	4.5%	-0.9%	8.4%	-4.0%	2.6%
O=C(NCc1ccc(F)cc1)C1CCN(S(=O)(=O)N2CCCCC2)CC1	1.1%	-10.8%	1.6%	-10.8%	0.6%
CCC1CCCCN1Cc1nc(Cc2ccccc2Cl)no1 (configuration not stated)	3.7%	-3.7%	3.7%	-6.7%	2.0%
O=C(Nc1ccc2c(c1)CCC2)c1ccccc1Br	1.1%	1.1%	32.7%	3.7%	-2.0%
Cc1cccc(C(=O)Nc2cccc(OCC(=O)O)c2)c1	0.1%	-5.5%	-11.3%	8.0%	-9.5%
Cc1ccc(NC(=O)c2ccccn2)c(Br)c1	1.5%	-0.2%	13.7%	10.1%	-14.1%
CCn1c(Cc2cccs2)nnc1SCC(=O)NC1CC1	0.8%	-5.8%	7.0%	-7.0%	10.8%
Cc1ccc(OC(=O)N2CCOCC2)cc1	4.3%	8.5%	-2.0%	0.4%	-3.2%

Molecules listed so far with a Cl atom, in the order listed:
SMILES	VEEV TC-83 Vero	M. tuberculosis HTS	tuberculosis growth	PhoP GFP inhibition	influenza NS1A	others
Cc1ccc2c(c1)sc1nc(=O)n(-c3ccc(Cl)cc3)c(=O)n12	4.8%	-6.6%	-23.4%	-8.9%	-1.9%
O=C(CCn1cnc2ccccc2c1=O)Nc1cccc(Cl)c1	1.6%	0.2%	-8.8%	-3.2%	6.4%
Cc1cc(Nc2ccc(Cl)cc2)nc(N)n1	4.0%	-1.4%	23.3%	16.1%	-1.3%	VEEV TC-83 Vero 10K pilot screen=0.6
CCC1CCCCN1Cc1nc(Cc2ccccc2Cl)no1 (configuration not stated)	3.7%	-3.7%	3.7%	-6.7%	2.0%

(list continues)
SMILES	VEEV TC-83 Vero	M. tuberculosis HTS	tuberculosis growth	PhoP GFP inhibition	influenza NS1A	others
Cc1ccc(NC(=O)NCCCN2CCCC2=O)cc1C	1.5%	-9.4%	-5.4%	-4.2%	4.2%
CCOC(=O)Cc1csc(NS(=O)(=O)c2cccc([N+](=O)[O-])c2)n1	0.5%	6.2%	-6.2%	-2.8%	-1.6%
Cc1cc(C(=O)CSc2nc3ccc(Cl)cc3[nH]2)c(C)n1Cc1ccco1	i	-1.7%	13.9%	13.6%	18.8%
C/C(=N/NC(=O)CSc1nc2ccccc2n1C)c1ccc(O)cc1	8.0%	0.4%	-3.5%	13.8%	-15.2%
Cc1ccc(CN2C(=O)CCC2C(=O)NC(C)C)cc1 (configuration not stated)	0.9%	-6.6%	-8.7%	-3.9%	3.4%
O=C(C1CCCN(CCCc2ccccc2)C1)N1CCCCC1 (configuration not stated)	0.4%	-10.0%	-6.3%	0.2%	-2.2%
Cc1cc(O)c(C2(O)C(=O)Nc3cc(Br)ccc32)cc1C (configuration not stated)	0.6%	8.6%	-7.2%	-10.9%	2.9%
CCCc1cc(=O)oc2cc(OCC(=O)NCCc3c[nH]c4ccccc34)ccc12	1.0%	-3.6%	1.2%	-6.2%	6.5%
CCCCOc1ccc(/C(N)=N/O)cc1	i	0.4%	-12.5%	-13.3%	-3.2%
CCN(C(=O)COC(=O)c1ccccc1NC(=O)c1ccco1)C1CCS(=O)(=O)C1 (configuration not stated)	i	3.8%	8.3%	7.8%	-8.1%
Cc1ccc(NC(=S)Nc2ccc3nc(-c4ccccn4)c(-c4ccccn4)nc3c2)cc1C	2.1%	3.0%	22.6%	-14.7%	22.4%
Cc1ccccc1C1CC(c2ccc(F)cc2)Nc2nc(N)nn21 (configuration not stated)	4.4%	-4.0%	10.5%	-9.1%	1.8%
CCC(C)NC(=S)N(Cc1cc2cc(C)ccc2n2nnnc12)CC(C)(C)NC(C)C (configuration not stated)	0.7%	?	34.4%	6.7%	-0.8%
CC1Oc2ccccc2C=C1/C=N/NC(=O)c1ccccc1 (configuration not stated)	3.3%	2.4%	52.2%	-3.3%	-5.5%
Cc1ccc(OCC(=O)N(Cc2ccccc2)C(C)(C)C)c([N+](=O)[O-])n1	i	-10.7%	3.6%	-3.1%	-5.5%
O=C(Nc1ccc(NC(=O)c2cc3ccccc3o2)cc1)c1ccc2c(c1)OCCO2	0.1%	-6.6%	-7.4%	-2.5%	-4.3%
O=C(CSc1nnc(CNC(=O)c2cccs2)o1)NCc1ccc(F)cc1	0.3%	-5.5%	47.5%	-9.7%	-0.7%
CCc1nn(C)c(-c2n[nH]c(=S)n2N)c1Cl	0.1%	-4.9%	6.4%	-7.6%	5.0%	VEEV TC-83 Vero 10K pilot screen=0.3
CC(C)(C)c1ccc(COC(=O)CN2C(=O)NC3(CCCC3)C2=O)cc1	8.1%	-1.3%	20.1%	-4.7%	-4.1%
COc1ccc([N+](=O)[O-])cc1NC(=S)Nc1ccccc1	1.3%	6.7%	?	10.6%	1.0%
CCOC(=O)C1=C(O)CSC1=Nc1ccc(Cl)cc1	1.6%	13.7%	5.7%	0.6%	-15.4%
COc1cccc(NC(=O)CN2C(=O)NC(C)(CCC(C)C)C2=O)c1 (configuration not stated)	1.4%	-5.8%	-0.5%	8.2%	-22.9%
CCCn1c(SCC(=O)NCc2ccccc2)nnc1-c1ccncc1	1.4%	-6.9%	4.0%	-4.7%	1.4%
CC(C)CC(C(=O)O)C(C)CC(=O)Nc1ccn(-c2ccccc2)n1 (configuration not stated)	1.1%	-2.6%	0.2%	0.8%	2.4%
CCN1CCN(c2nnc(-c3ccc(F)cc3)c3ccccc23)CC1	i	10.4%	13.3%	17.0%	6.3%
O=C(Oc1c(Cl)cc(Cl)c2cccnc12)N1CCCCC1	3.5%	-7.7%	.	3.6%	-4.8%
COC(=O)c1ccc(NC(=O)N2CCCC(C(=O)c3ccccc3OC)C2)cc1 (configuration not stated)	2.2%	-5.5%	25.3%	-2.7%	4.6%
COc1cc(C(=O)OCC(=O)NC2CCCCC2)cc2c1OCCO2	i	-4.3%	4.3%	.	-4.0%
COc1cccc(Oc2ccc(C(F)(F)F)cc2NC(=O)C2=COCCO2)c1	3.4%	10.8%	7.7%	-7.1%	23.4%
Cc1cc(C)cc(OCC(=O)Nc2ccc3c(c2)C(=O)c2ccccc2C3=O)c1	0.6%	-9.3%	4.5%	-8.6%	6.5%
C[C@H](CO)N1C[C@H](C)[C@H](CN(C)S(=O)(=O)c2cccs2)Oc2ccc(NC(=O)Nc3ccc4c(c3)OCO4)cc2CC1=O	2.7%	70.3%	56.8%	.	10.1%
CCOc1ccc(OCC(=O)NCCS(=O)(=O)N2CCN(c3ccc(F)cc3)CC2)cc1	8.7%	-5.3%	8.2%	5.8%	-2.4%
Oc1ccc(Nc2nc(-c3ccccc3O)nc3ccccc23)cc1	?	?	6.6%	9.7%	0.7%
C[C@@H]1C2CC(C/C2=N\NC(=O)c2ccncc2)C1(C)C (some centres not stated)	i	?	?	0.4%	-10.7%
COc1cc(/C=N/Nc2nc3ccccc3[nH]2)ccc1O	5.6%	8.1%	11.1%	-7.3%	2.7%
c1ccc(OCCOCCSc2ncccn2)cc1	1.4%	2.8%	-4.5%	10.8%	-1.2%
N#Cc1ccccc1COC(=O)CCC(=O)c1cccs1	2.2%	5.4%	?	.	-4.8%
CCn1c(SCC(=O)OC(C)C)nnc1-c1cccc(Cl)c1	0.5%	-5.7%	56.1%	9.9%	-7.8%
CCCc1nc2oc3c(NCCN4CCOCC4)ncnc3c2c2c1CCCC2	5.1%	6.1%	30.1%	7.8%	10.6%
O=C(O)c1cc(-n2[nH]c(=O)c3ccccc3c2=O)ccc1Cl	1.9%	-0.2%	-15.1%	6.9%	-6.8%

4 records drawn at random from the list so far, as already listed:
SMILES	VEEV TC-83 Vero	M. tuberculosis HTS	tuberculosis growth	PhoP GFP inhibition	influenza NS1A	others
CCn1c(SCC(=O)OC(C)C)nnc1-c1cccc(Cl)c1	0.5%	-5.7%	56.1%	9.9%	-7.8%
Cc1cc(C)cc(OCC(=O)Nc2ccc3c(c2)C(=O)c2ccccc2C3=O)c1	0.6%	-9.3%	4.5%	-8.6%	6.5%
Oc1ccc(Nc2nc(-c3ccccc3O)nc3ccccc23)cc1	?	?	6.6%	9.7%	0.7%
CCCn1c(SCC(=O)NCc2ccccc2)nnc1-c1ccncc1	1.4%	-6.9%	4.0%	-4.7%	1.4%

(listing goes on)
SMILES	VEEV TC-83 Vero	M. tuberculosis HTS	tuberculosis growth	PhoP GFP inhibition	influenza NS1A	others
CCC(CO)Oc1cc(NCc2ccc(C(F)(F)F)cc2)c2ncn(C(C)C)c2c1 (configuration not stated)	1.4%	4.4%	25.8%	.	-1.8%
Cc1cc(C)cc(NC(=O)CSc2ccccc2)c1	1.6%	?	70.5%	9.3%	1.8%
CC(C)(C)c1cccc(Oc2nn[nH]n2)c1	4.3%	10.2%	49.0%	-8.0%	-8.4%
CC(C)c1ccc(C2N3CC4([N+](=O)[O-])CN2CC([N+](=O)[O-])(C3)C4(C)C)cc1 (configuration not stated)	0.4%	7.5%	-5.2%	-3.4%	6.0%
O=C(C1CCCN(Cc2ccccc2)C1)N1CCCCC1 (configuration not stated)	0.2%	-3.9%	16.4%	3.2%	3.1%
N#Cc1ccc(OCC(=O)NCCc2ccccn2)cc1	i	-2.6%	-4.8%	3.8%	-11.0%
CC(OC(=O)CNC(=O)c1ccc(Cl)cc1)C(=O)NC1CCCCC1C (configuration not stated)	0.2%	0.8%	12.9%	-10.2%	-0.6%
N#CCCCSc1nnc(CSc2nc3ccccc3s2)n1-c1ccccc1	0.8%	-10.7%	23.3%	2.4%	-4.8%	VEEV TC-83 Vero 10K pilot screen=1.2
CCOC(=O)c1ccc(NC(=O)CSCC(=O)OCC(=O)c2ccccc2)cc1	0.6%	-2.5%	52.8%	5.0%	-1.8%
COc1cccc(CNCCNC(=O)c2ccco2)c1OC	0.8%	-8.3%	-5.3%	-10.0%	3.3%
COc1ccc2[nH]c(=O)c(CN(C(C)=O)c3cccc(C)c3)cc2c1	8.3%	-3.9%	6.7%	-3.8%	6.9%
Cc1nc2nc(C)c(CCC(=O)N3CCc4ccccc43)c(C)n2n1	2.4%	0.8%	-4.4%	1.5%	18.9%	VEEV TC-83 Vero 10K pilot screen=1.0
N#Cc1ccc(C(c2nnnn2C2CCCC2)N2CCC(Cc3ccccc3)CC2)cc1 (configuration not stated)	5.2%	24.0%	5.8%	-1.3%	10.2%
CC(=O)c1ccc(NC(=O)CN(C)CC(=O)Nc2cccc(F)c2)cc1	0.6%	0.9%	21.4%	-0.6%	4.3%
CC1CN(c2ccc(Cl)cc2)c2nc3c(c(=O)[nH]c(=O)n3C)n2C1 (configuration not stated)	0.7%	.	.	.	4.0%
CS(=O)(=O)Cc1ccc(C(=O)NCC2(N3CCCCC3)CCCCC2)cc1	1.1%	-1.4%	-2.1%	9.7%	5.6%
O=C(NCc1ccccc1)c1ccc(C(=O)NCc2ccccc2)cc1	6.7%	.	.	.	-0.9%
O=C(c1csc2c1CCCC2)N1CCN(c2cccc(C(F)(F)F)c2)CC1	2.6%	.	27.3%	-4.4%	1.8%
